Wee1 stabilizer = Wee1 degradation inhibitors, primary screen, cell-based, HeLa, Wee1K328M-luciferase, luminescence. reporter increase, % at 5 µM. hit rate 1.2% among 220,000. Wee1-like protein kinase (Homo sapiens), P30291. HeLa Luc-Wee1K328M stability; 100% = proteasome inhibitor MG132 effect;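 active = activation above the mean of all tested compounds plus 3 SD, set per screening run, cut at about 8.8% in these data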;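 also: cells exposed to compound for 20 h before luminescence read; 0% = DMSO alone and 100% = MG132 at 30 µM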
MDM2 E3 inh = MDM2-luciferase reporter signal enhancers, primary screen, MDM2 E3 ligase inhibitor project, cell-based, luminescence, 1536-well; cell-based MDM2 ubiquitination luciferase reporter, 2 h; 0 = plate control, 100 = twice control, blank-subtracted; AID 1230, 2008; signal enhancement, % at 5 µM; hit rate 0.11% among 210,000;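 active = signal enhancement of 30% or more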;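 also: luminescence tracks abundance of the self-degrading MDM2-luciferase fusion protein; higher signal means inhibition of MDM2 E3 ligase activity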
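test system = mammalian cells stably expressing self-ubiquitinating, self-degrading MDM2 E3–luciferase fusion | quantity = 2000 cells/well | incubation = cell settling 4 h, compound treatment 2 h, both 37 °C | signal = luminescence with SteadyLite reagent, 15 min at room temperature | evaluation = % enhancement relative to plate controls after blank subtraction | benchmarks = plate controls and plate blanks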
eIF4E-4G inh = eIF4E–eIF4G protein interaction inhibitors, primary screen, biochemical, uHTS, TR-FRET, eIF4GI fragment | hit rate 0.37% among 220,000 | Eukaryotic translation initiation factor 4E (Mus musculus) + Eukaryotic translation … | AID 782, 2007 | inhibition, % at 21.7 µM | TR-FRET eIF4E-eIF4GI(517-606) binding, 2 h;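 active = inhibition above about 30%, limit read from the data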;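 also: 0% = full FRET control wells and 100% = background wells lacking eIF4GI fragment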
p97 ATPase inh = inhibitors of human p97 ATPase, primary screen, biochemical | AID 1481, 2009 | recombinant p97 ATPase, Kinase-Glo ATP luminescence, 3 h | hit rate 0.42% among 220,000 | inhibition, % at 8 µM; in the data active = inhibition above about 15%;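 also: 0% = DMSO vehicle and 100% = wells lacking enzyme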
14-3-3 Bad inh = inhibitors of 14-3-3 zeta/Bad binding, primary screen, biochemical, TR-FRET, bovine 14-3-3 zeta; AID 781, 2007; TR-FRET 14-3-3zeta/Dy647-pBad peptide displacement, 1 h; inhibition, % at 21.7 µM; hit rate 0.71% among 220,000;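 active = inhibition above about 70%, limit read from the data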;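 also: 0% = full 14-3-3 plus peptide FRET controls and 100% = background without 14-3-3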
FXIa inh 1536 = human FXIa protease inhibitors, primary screen, biochemical, 1536-well. Coagulation factor XI (Homo sapiens), P03951. purified FXIa, Boc-Glu-Ala-Arg-AMC fluorogenic substrate. inhibition, % at 5 µM. hit rate 0.14% among 220,000;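 active = inhibition of at least 40%; inactive = inhibition below 40%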;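 also: fluorescence of freed AMC excited at 355 nm; 0% = enzyme without compound and 100% = no enzyme blank; many of its hits are not listed in these tables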
KLK5 inh = human KLK5 protease inhibitors, primary screen, biochemical, 1536-well. recombinant hK5, fluorogenic AMC substrate cleavage. inhibition, % at 5 µM. hit rate 0.59% among 210,000. AID 873, 2007;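 active = inhibition of 40% or more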;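 also: 0% = enzyme controls without compound and 100% = no-enzyme blanks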
Target sequence (Q9Y337 67-293 limits assumed): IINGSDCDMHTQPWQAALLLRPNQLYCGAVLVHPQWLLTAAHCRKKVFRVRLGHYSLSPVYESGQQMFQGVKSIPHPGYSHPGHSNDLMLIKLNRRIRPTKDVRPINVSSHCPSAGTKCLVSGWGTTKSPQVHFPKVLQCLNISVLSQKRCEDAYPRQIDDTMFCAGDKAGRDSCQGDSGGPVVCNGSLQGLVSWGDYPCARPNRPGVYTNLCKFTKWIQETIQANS
Rad51 HR inh = human RAD51 strand exchange inhibitors, primary screen, biochemical, fluorescence. DNA repair protein RAD51 homolog 1 (Homo sapiens), Q06609. hRad51 DNA strand exchange, fluorescence dequenching. inhibition, % at 10 µM. hit rate 0.085% among 200,000. AID 1385, 2008;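 active = inhibition above 40% at the single screening dose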;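 also: 0% = DMSO control wells and 100% = blanks with heterologous ssDNA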
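Material: hRad51 filaments on single-stranded DNA; Reagent: Donor/quencher-labelled 47-bp dsDNA substrate; Compound: 10 µM final, single point; Schedule: 37 °C 15-min filament assembly, 30-min compound preincubation, 15-min exchange; Technique: FRET fluorescence, excitation 485 nm, emission 520 nm; Benchmarks: control wells and blank wells on each plate.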
FXIIa inh = human FXIIa protease inhibitors, primary screen, biochemical, 1536-well. Coagulation factor XII (Homo sapiens), P00748. purified FXIIa, Boc-QGR-AMC fluorogenic substrate, 2 h. inhibition, % at 5 µM. hit rate 0.3% among 220,000; in the data active = inhibition above about 40%;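 also: 0% = enzyme with no compound and 100% = blank without enzyme; many of its hits are not listed in these tables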
Target sequence (P00748 20-372 limits assumed): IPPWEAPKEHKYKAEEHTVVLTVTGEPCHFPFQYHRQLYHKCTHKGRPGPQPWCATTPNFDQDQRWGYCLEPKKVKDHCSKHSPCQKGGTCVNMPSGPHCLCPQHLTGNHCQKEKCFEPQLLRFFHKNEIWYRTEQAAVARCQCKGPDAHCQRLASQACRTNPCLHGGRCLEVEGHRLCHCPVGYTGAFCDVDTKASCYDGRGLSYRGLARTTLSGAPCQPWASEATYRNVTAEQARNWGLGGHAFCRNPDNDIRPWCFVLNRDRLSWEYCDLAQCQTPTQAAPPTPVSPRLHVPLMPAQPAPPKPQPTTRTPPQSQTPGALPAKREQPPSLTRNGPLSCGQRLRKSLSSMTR
Target sequence (P00748 373-615 limits assumed): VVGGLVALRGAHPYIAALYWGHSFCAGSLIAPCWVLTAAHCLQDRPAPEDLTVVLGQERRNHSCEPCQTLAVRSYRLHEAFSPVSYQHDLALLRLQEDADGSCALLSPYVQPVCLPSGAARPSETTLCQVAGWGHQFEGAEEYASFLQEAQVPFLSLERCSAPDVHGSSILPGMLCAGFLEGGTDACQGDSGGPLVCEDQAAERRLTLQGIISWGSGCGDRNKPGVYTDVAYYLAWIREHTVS
* hit, by the source's call; . = not tested or not shown; [ ] = dose if it differs, or a comment.

Wee1 stabilizer,MDM2 E3 inh,eIF4E-4G inh,p97 ATPase inh,14-3-3 Bad inh,FXIa inh 1536,KLK5 inh,Rad51 HR inh,FXIIa inh,SMILES
-2,-17,-6,0,-5[fluorescence artefact?],0,-32,-7,-4,CCOC(=O)c1c(NC(=O)c2ccco2)sc2c1CCCCC2
-1,-7,8,3,19,-3,-21,-5,1,COCCN(C(=O)Cn1nnc2ccccc21)C(C(=O)NC1CCCC1)c1cc(OC)ccc1OC (stereo not drawn)
-1,3,0,1,-7,1,-4,-11,20,CCOc1ccccc1NC(=O)N1CCCC(c2nc3c(nnn3Cc3ccc(C)cc3)c(=O)[nH]2)C1 (stereo not drawn)
5,-19,-3,5,2,6,-4,2,17,O=c1[nH]n(-c2ccccn2)c(=O)c2ccccc12
-2,-26,-6,0,-11,-6,-19,8,7,COc1ccc(OC)c(NS(=O)(=O)c2ccc3c(c2)n(C)c(=O)n3C)c1
-2,-11,5,-3,-8,-3,-14,1,0,CC1CCc2[nH]c3ccc(C(=O)NCCCOC(C)C)cc3c2C1 (stereo not drawn)
5,-4,5,-1,4,8,-20,-3,8,Cc1cc2ccccc2c(=O)n1CC(=O)NCC(=O)N1CCCC(C)C1 (stereo not drawn)
-1,-5,-1,1,1,1,-4,2,4,O=C(O)CCCC(=O)Nc1ccc(N2CCCC2)cc1
0,-8,-4,-1,-3,5,-4,.,16,Cc1ccc(S(=O)(=O)N2CCC(C(=O)NCCCN3CCCCCC3)CC2)cc1
-3,9,6,5,1,11,-8,.,17,Cc1ccccc1OCC(O)Cn1c(N2CCN(c3ccccc3)CC2)nc2c1c(=O)[nH]c(=O)n2C (stereo not drawn)
-1,-4,-3[fluorescence artefact?],3,2[fluorescence artefact?],4,2,-6,9,Cc1cc(NC(=O)c2ocnc2C)no1
-1,-8,0,1,3,-4,-3,3,12,CO/N=C/NC(=O)c1cn(-c2ccc(F)cc2)c(=O)c2ccccc12
2,-7,-3[fluorescence artefact?],0,2[fluorescence artefact?],7,-9,.,10,Cc1ccc(NC(=O)CCNS(=O)(=O)c2cc(Br)cnc2N)cc1Cl
3,-7,12,4,87*[fluorescence artefact?],5,3,3,-6,Cc1ccc2nc(/C(C#N)=C\c3ccc(N4CCCCC4)c([N+](=O)[O-])c3)[nH]c2c1
2,-10,8,1,75*,-1,6,-3,10,CN(C)c1ccc(CNCCC2(O)CCOC(C)(C)C2)cc1 (stereo not drawn)
2,-5,-5,6,-1[fluorescence artefact?],-1,0,2,16,O=C(Nc1cccnc1)c1noc2c1CCCC2
1,-16,11,-5,19,-20,-17,5,-18,CCOC(=O)CSc1nc(-c2ccc3c(c2)OCO3)ccc1C#N
2,4,4[fluorescence artefact?],4,-5,1,0,0,14,COc1ccc(CNCCSc2nnnn2C)cc1OC
.,-7,4[fluorescence artefact?],.,-12[fluorescence artefact?],3,-11,-3,12,COc1ccccc1CC(=O)NCC1CCCO1 (stereo not drawn)
-1,8,11,5,-12,-3,-12,10,0,Cc1ccc(S(=O)(=O)N2CCN=C2SCc2ccc(Cl)c(Cl)c2)cc1
-2,-24,1,-6,-5,12,12,-25,26,Cc1cc(N2CCN(C)CC2)nc2ccc(NC(=O)c3ccccc3F)cc12
-3,-13,-1,3,-9,1,1,-15,7,CCOc1ccc(NC(=O)CN2CCC(n3cnc4cc(F)ccc43)CC2)cc1
1,-21,4,2,4,6,-4,13,11,CCCCC(=O)N/C(N)=N/c1nc2ccccc2o1
0,-15,6,4,5,8,-10,5,17,CCOC(=O)Cc1csc(NC(=O)C2CCCN(S(=O)(=O)c3cnc[nH]3)C2)n1 (stereo not drawn)
1,-25,-8,3,-14,5,-6,.,5,Cc1cc(C)nc(-n2nc(C)c3c(C(F)F)cc(C)nc32)n1
3,-6,-2,7,-12,2,-9,7,17,O=C(Cc1c[nH]c2ccccc12)NCc1ccc2c(c1)OCO2
4,-3,3,0,-12,5,-15,7,9,O=C(c1cc2ccccc2c(=O)o1)N1CCCC1
-3,-7,4[fluorescence artefact?],2,1,-3,6,2,10,O=C(O)c1cnn2cc(-c3[nH]ncc3[N+](=O)[O-])cnc12
-2,-9,-7,4,-15,1,-5,12,7,Fc1ccc(C2c3cccn3CCN2C(=S)Nc2cccc(F)c2)cc1 (stereo not drawn)
-4,.,10,6,2,1,-4,-1,8,CC(=O)OC1CC(n2ccc(NC(=O)c3ccccc3)nc2=O)OC1CO (stereo not drawn)
-3,-48,9,-3,5,14,-8,2,10,CCOc1cc(C=O)ccc1OCCSc1ccc(Cl)cc1
.,15,-3,.,-2,-2,-1,-1,7,COc1cc(O)c(C(CC(=O)N2CCCC(C)C2)c2ccc3c(c2)OCO3)c(OC)c1 (stereo not drawn)
-3,-21,0,1,-2,-14,-8,-6,12,CCOC(=O)c1c(NC(=O)CC2Sc3ccc(C(F)(F)F)cc3NC2=O)sc(C)c1C (stereo not drawn)
0,-10,-1,2,12,-2,-4,9,-12,FCCCOc1ccc(/C=N/OCc2ccc(Cl)cc2Cl)cc1
0,-15,7,1,27[fluorescence artefact?],2,-7,-5,0,N[C@@H](Cc1ccccc1)c1nnc(SCc2ccccc2F)o1
-2,-10,1,-7,-4[fluorescence artefact?],19,52*,-1,20,Nn1c(SCC(=O)N2CCc3ccccc3C2)nnc1-c1cccs1
-2,-13,7,4,-15,-3,3,-56,2,Cc1nn(-c2ccccn2)c2c1C(=O)C(Br)CC2 (stereo not drawn)
0,-1,0,4,-3,-5,0,0,9,CC(=O)Nc1ccc(S(=O)(=O)N2CCCCC2C(=O)O)cc1 (stereo not drawn)
-1,-21,-3[fluorescence artefact?],3,9[fluorescence artefact?],-11,9,.,17,Cc1cc(C)c(NC(=O)c2ccccc2N(C)S(C)(=O)=O)c(C)c1
1,-4,-3[fluorescence artefact?],-14,-21,2,-21,0,6,COc1cc(S(=O)(=O)Nc2ccc(C)cc2)ccc1N=Cc1c(C)[nH]n(-c2ccc(C)cc2)c1=O
2,-8,5,-3,4,1,4,-3,13,Cc1cccc(C(=O)Nc2ccccc2C(=O)OCc2c(C)noc2C)c1
-2,-17,2,11,-7,2,-1,-19,4,Cc1nnsc1-c1c(C(=O)O)c(C)nn1-c1ccc(OC(F)(F)F)cc1
3,-15,8,-2,-4,-1,-13,-8,11,CC(=O)N1CCN(Cc2nc3cc(NC(=O)c4ccccc4C)ccc3n2C)CC1
4,-27,2,4,12,10,-3,0,20,CCOC(=O)C1CCCN(c2c(Nc3ccc(C)c(C)c3)c(=O)c2=O)C1 (stereo not drawn)
-1,10,1,5,4,0,1,2,4,O=c1[nH]cn[nH]1

Whole records from above.
Cc1nnsc1-c1c(C(=O)O)c(C)nn1-c1ccc(OC(F)(F)F)cc1 is entered as Wee1 stabilizer: -2; MDM2 E3 inh: -17; eIF4E-4G inh: 2; p97 ATPase inh: 11; 14-3-3 Bad inh: -7; FXIa inh 1536: 2; KLK5 inh: -1; Rad51 HR inh: -19; FXIIa inh: 4
Nn1c(SCC(=O)N2CCc3ccccc3C2)nnc1-c1cccs1 is entered as Wee1 stabilizer: -2; MDM2 E3 inh: -10; eIF4E-4G inh: 1; p97 ATPase inh: -7; 14-3-3 Bad inh: -4[fluorescence artefact?]; FXIa inh 1536: 19; KLK5 inh: 52*; Rad51 HR inh: -1; FXIIa inh: 20

(more compounds)
Wee1 stabilizer,MDM2 E3 inh,eIF4E-4G inh,p97 ATPase inh,14-3-3 Bad inh,FXIa inh 1536,KLK5 inh,Rad51 HR inh,FXIIa inh,SMILES
-1,-3,-5,-2,-6,1,2,-9,10,CC(C)(C)n1nnnc1C(c1ccc(F)cc1)N1CCN(Cc2ccc3c(c2)OCO3)CC1 (stereo not drawn)
3,-21,4,-4,-10[fluorescence artefact?],-8,6,0,0,COc1ccc(NC(=O)C(NC(=O)Cc2cccs2)c2ccc(C)cc2)cc1 (stereo not drawn)
-2,-2,1,-1,-6,7,-20,-2,3,COC(=O)COc1cc(C)cc2oc(=O)c(CC(=O)OC)c(C)c12
-4,-8,-2[fluorescence artefact?],-4,8[fluorescence artefact?],-5,-5,-1,0,COc1cc(/C=N/N2C(=O)C3C4c5ccccc5C(c5ccccc54)C3C2=O)ccc1O (stereo not drawn)
-2,-3,-15,0,16,7,-8,1,11,COc1cc(OC)cc(C(=O)Nc2ncc3c(n2)CC(C)(C)CC3=O)c1
-2,.,-9,3,-1,1,1,.,9,O=C(O)c1csc(-c2ccccc2)n1
3,-22,-8,1,-3,1,-15,4,5,C#CCSc1nc(Cc2ccc(Cl)cc2)nc2ccccc12
-2,-14,-5,8,-3,-21,-12,1,-64,CCc1cc2c(CN3CCN(C)CC3)cc(=O)oc2cc1O
3,-12,0,0,-5,-6,-15,6,-12,CCN1C(=O)c2cccc3c(S(=O)(=O)NCCc4c[nH]c5ccccc45)ccc1c23
-2,-16,18,4,-12,6,-4,1,7,COc1cc(OC)c(C2CC(=O)N3CN(c4ccccc4C)CSC3=C2C#N)cc1OC (stereo not drawn)
-1,-16,1,-5,2,2,4,5,13,Cc1ccccc1-c1nc(S(=O)(=O)c2ccc(Cl)cc2)c(NCCN2CCOCC2)o1
1,-17,2,-6,6,7,2,-5,4,CC(=O)Nc1cccc(NC(=O)Nc2ccc(C)c(Cl)c2)c1
-1,-10,9[fluorescence artefact?],4,-5[fluorescence artefact?],-1,19,-4,8,O=C1CCCC2=C1C(c1cccs1)Nc1ccc3ncccc3c12 (stereo not drawn)
1,-10,-1,-1,-5,-6,-2,5,12,COc1cc2c(cc1OC)C(c1cccnc1)CC(=O)N2 (stereo not drawn)
2,-8,3,2,4[fluorescence artefact?],-8,-35,6,-15,CC(C)(C)c1ccc(OCCC(=O)NC2=NCCS2)cc1
-1,-11,0,2,-5[fluorescence artefact?],16,-6,8,8,Cc1ccccc1NC(=O)CNc1ccc(Cl)c(C(F)(F)F)c1
-2,-5,6,3,-5,1,-6,-1,20,Cc1nc(S(=O)(=O)N(C)c2ccccc2)c(C#N)c(C)c1Cl
-3,-17,0,3,5,-3,-27,-4,7,Cc1cccc(N=C2N=C(N)c3ccccc32)c1
2,-4,2,3,56[fluorescence artefact?],-13,-146,-6,-20,CCOc1ccc2nc(Nc3nc4ccc(NC(C)=O)cc4s3)sc2c1
-2,-14,3,0,-6,18,.,-5,27,CCOC(=O)C1(CC2CCCCO2)CCN(C(=O)Nc2ccccc2CC)CC1 (stereo not drawn)
-1,-14,1[fluorescence artefact?],-1,-2[fluorescence artefact?],9,-16,9,9,C=CCNc1nc(-c2sc(NC(=O)CC)nc2C)cs1
